Source: PubChem
Pf growth 48h: inhibits P. falciparum growth in the first generation, 48 h | 310,000 compounds, 5.9% hits | Potency, µM (titrated, usually from 28.7 µM), for inactives: top-dose activity change, negative = inhibition, most hits filed as inhibitors | P. falciparum luciferase growth in erythrocytes, 48 h; further: potency means the concentration at half of the fitted maximal effect; on the % scale 0 is the no-effect control and ±100 the full control effect
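First compound was added to culture medium, then infected red cells at 0.1% parasitemia and 2% hematocrit (final). After incubation at 37 C under 5% CO2, luciferase detection reagent was dispensed and light output recorded.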
LmPK inh: LmPK (Leishmania mexicana) enzyme inhibition | Q27686 | purified LmPK, Kinase-Glo ATP luminescence, 1 h | Potency, µM (highest dose often 57.5 µM), without a hit: top-dose activity change, negative = inhibition, most hits filed as inhibitors | 290,000 compounds, 0.37% hits | AID 1721; further: potency means the concentration at half of the fitted maximal effect; on the % scale 0 is the no-effect control and ±100 the full control effect
Target sequence (Q27686 whole entry, looked up): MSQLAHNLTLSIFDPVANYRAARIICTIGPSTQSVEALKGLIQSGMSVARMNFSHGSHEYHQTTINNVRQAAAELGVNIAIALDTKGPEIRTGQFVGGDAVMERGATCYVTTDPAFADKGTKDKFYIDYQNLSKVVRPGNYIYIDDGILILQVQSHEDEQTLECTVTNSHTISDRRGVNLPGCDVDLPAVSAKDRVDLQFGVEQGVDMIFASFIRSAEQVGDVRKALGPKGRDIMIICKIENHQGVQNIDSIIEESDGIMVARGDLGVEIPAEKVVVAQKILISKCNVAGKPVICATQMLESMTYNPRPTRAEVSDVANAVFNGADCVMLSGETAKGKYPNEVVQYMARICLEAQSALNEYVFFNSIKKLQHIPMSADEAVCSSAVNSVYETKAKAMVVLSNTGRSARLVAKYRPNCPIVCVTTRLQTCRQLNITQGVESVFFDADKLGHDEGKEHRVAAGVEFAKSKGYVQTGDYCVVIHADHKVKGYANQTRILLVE
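qHTS format; LmPK 0.1 nM; substrates PEP 0.5 mM and ADP 0.1 mM. One-hour room-temperature incubation, then coupled luciferase luminescence; 0.5 nM enzyme wells mark activation.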
CHX counter: counter-screen for Shiga toxin inhibitors: cycloheximide protein synthesis inhibition | cell reporter, cycloheximide protein synthesis inhibition counterscreen | max response, % | 300,000 compounds, 12% hits; in the data active means max response mostly above about 13%, no sharp cut-off; inactive means mostly below about 14%; further: read at 38.3 µM for the half of the compounds with a filed dose; 0% is about no effect
HCV inh: inhibitors of hepatitis C virus infection. Huh7.5.1 HCVcc-Cre infection, luciferase reporter, 44 h. Potency, µM (highest dose often 41.8 µM), for the others: at the highest dose activity change, negative = inhibition, hits mostly inhibitors. AID 651820. 340,000 compounds, 3.4% hits; further: potency means the concentration at half of the fitted maximal effect; on the % scale 0 is the no-effect control and ±100 the full control effect
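Infectious HCV cell culture screen: compound-treated cells (1,000/well, pre-plated 4 h) are infected with HCVcc-Cre at roughly 0.5 moi and grown 44 h. Infection is quantified by luciferase signal after 15 min substrate incubation at room temperature.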
Pf growth 96h: P. falciparum growth inhibition at 96 hours | 320,000 compounds, 6.9% hits | AID 504834 | Potency, µM (doses to about 28.7 µM), for the others: top-dose activity change, negative = inhibition, usual class: inhibitors | P. falciparum luciferase reporter growth, 96 h; further: potency means the concentration at half of the fitted maximal effect; on the % scale 0 is the no-effect control and ±100 the full control effect
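P. falciparum expressing integrated firefly luciferase, in erythrocytes at 2% hematocrit, 0.05% parasitemia, incubated with compounds 96 h at 37 C, 5% CO2. Growth inhibition read as loss of luminescence; two-generation exposure targets delayed-death apicoplast inhibitors.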
TbPYK inhibitor: blocks Trypanosoma brucei pyruvate kinase | Q57TT1 | TbPYK enzyme, Kinase-Glo Plus ATP luminescence, 45 min | Potency, µM (doses to about 76.8 µM), for inactives: top-dose activity, negative = inhibition, actives largely listed as inhibitors | 410,000 compounds, 0.12% hits | AID 624173; further: potency means the concentration at half of the fitted maximal effect; on the % scale 0 is the no-effect control and ±100 the full control effect; nearly all actives have a fitted effect of over 50% in size
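Readout: single end-point luminescence (Kinase-Glo Plus, 10 min). Reaction conditions were TbPYK/substrate plus 130 uM ADP, 45 min at RT, pH 7.2 TEA buffer. No-enzyme wells served as controls, and data were normalized before concentration-response fitting.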
Shiga inhibitor: blocks Shiga toxin action in Vero cells; inhibition, % at 38.7 µM; Vero cells, Shiga toxin protein synthesis inhibition reporter; 290,000 compounds, 9.2% hits; in the data active means inhibition mostly above about 28%, no sharp cut-off; inactive means mostly below about 43%; further: 0% is about no effect
Starred values were filed as active, the others as inactive; ? = inconclusive; . = no result given; [ ] = another dose, or the depositor's remark. Unless noted, the call rests on the fitted dose curve; in most records, active means well fitted curve in the direction sought with a large enough effect; inconclusive means small, poorly fitted or top-dose-only effect, or another doubt; inactive means no such curve, though single readings can be large; an effect the other way counts as inactive or inconclusive. Outcome played no part in choosing rows; overall some 24% were active at least once.

SMILES	Pf growth 48h	LmPK inh	CHX counter	HCV inh	Pf growth 96h	TbPYK inhibitor	Shiga inhibitor
CC(C)(C)OC(=O)NCCCC[C@H](NC(=O)c1[nH]cnc1C(=O)Nc1ccc(Cl)cc1)C(=O)OC(C)(C)C	5.2µM*	4%	1	?	5.9µM*	3%	-4
O=C1C(Cl)=C(N2CCCCC2)C(=O)N1c1ccccc1	?	4%	-1	-8%	?	-3%	13
COc1cccc(-c2nn(C)c3sc(C(=O)NCc4ccccn4)cc23)c1	?	-4%	-2	10µM*	93%[activator]	0%	-11
Cc1cc(C)c(NC(=O)CN(C)CC(=O)N(C)CC(=O)Nc2c(Cl)cccc2Cl)c(C)c1	-18%	.	.	6%	?	-9%	.
CCOc1ccc(CN2CCN(Cc3cccn3-c3cccnc3)CC2CCO)cc1 (configuration not stated)	?	2%	1	-12%	-1%	-7%	-15
CC(Oc1ccccc1)C(=O)OCC(=O)N1CC(=O)Nc2ccccc21 (configuration not stated)	-7%	0%	-3	5%	12%	4%	-7
Cc1ccc(CS(=O)(=O)CC(C)(O)c2ccccc2)cc1 (configuration not stated)	-6%	-7%	-5	14%	?	2%	8
COc1ccc(C(=O)Nc2cc(C(=O)c3ccccc3)c(C)oc2=O)cc1	-20%	3%	11	0%	65%[activator]	-24%	29
O=C(NCC(=O)N1CC(O)CC1C(=O)N1CC(O)CC1C(=O)OCc1ccccc1)OCc1ccccc1 (configuration not stated)	9%	2%	20	3%	11%	2%	88*
O=C1CSC(=S)N1c1ccc(O)cc1	5%	0%	1	6%	?	5%	-10
O=C(Nc1cc(C(F)(F)F)ccc1Cl)c1ccc(NC(=O)C(F)(F)F)cc1	-9%	6%	3	-26%	?	-13%	-7
COc1ccc(CNc2nc3c(c(=O)n(Cc4ccc(F)cc4)c(=O)n3C)n2C)cc1	9.3µM*	-3%	4	?	-25%	-1%	11
COC(=O)c1ccccc1NC(=O)N1CCN(S(=O)(=O)c2ccc(Cl)cc2)CC1	?	1%	-2	1%	?	-5%	-1
Cc1ccc(NCc2nnc(SCC(=O)Nc3cc(C)on3)n2C)cc1	13%	3%	10	-2%	67%[activator]	-8%	13
C/C(=C\c1cccc(Br)c1)C(=O)c1c(C)cc(C)[nH]c1=O	9%	-1%	-6	-10%	4%	0%	-5
NS(=O)(=O)c1ccc(CCNC(=O)c2nc(CS(=O)(=O)c3ccc(Cl)cc3)no2)cc1	?	0%	-2	-18%	22%	-3%	-3
CSc1nc(Oc2ccc3ccccc3c2)c2ccccc2n1	10µM*	6%	3	?	?	1%	21
O=c1cc(CN2CCN(c3ccccc3F)CC2)c2cc3c(cc2o1)CCCC3	-16%	7%	-2	8%	.	3%	-13
CC1CCc2cc(F)ccc2N1C(=O)C1(C)CC1(Cl)Cl (configuration not stated)	-27%	1%	1	2%	.	-13%	-10
COC(=O)c1cc(S(=O)(=O)NCc2ccccc2)c[nH]1	-1%	-5%	1	-1%	2%	-1%	-2
CC(C)C(=O)Nc1ccc2c(c1)C(=O)NC2=O	23%	-10%	-5	6%	-27%	1%	-11
CC(=O)c1cccc(OCc2cc(C(=O)N(C)CCC3CCOCC3)no2)c1	2%	0%	42*	-10%	4%	9%	68*
COc1ccc(NC(=O)CN2C(=O)c3ccccc3S2(=O)=O)cc1OC	19%	0%	-5	3%	70%[activator]	-8%	-4
CC(=O)c1ccc(N(C(=O)CNC(=O)c2cccs2)C(C(=O)NCC2CCCO2)c2ccccc2)cc1 (configuration not stated)	-37%	9%	2	7%	-16%	-7%	-17
CCOC(=O)C1CCN(C(=O)COc2ccc3c(C)cc(=O)oc3c2)CC1	?	.	.	-28%	-27%	-4%	.

A second format for part of the listing above:
Values run as follows: Pf growth 48h | LmPK inh | CHX counter | HCV inh | Pf growth 96h | TbPYK inhibitor | Shiga inhibitor
Cc1cc(C)c(NC(=O)CN(C)CC(=O)N(C)CC(=O)Nc2c(Cl)cccc2Cl)c(C)c1
    -18% | . | . | 6% | ? | -9% | .
O=C1CSC(=S)N1c1ccc(O)cc1
    5% | 0% | 1 | 6% | ? | 5% | -10

Further compounds follow:
SMILES	Pf growth 48h	LmPK inh	CHX counter	HCV inh	Pf growth 96h	TbPYK inhibitor	Shiga inhibitor
COc1ccc(Nc2nc(NCc3ccco3)nc(N/N=C/c3ccccc3F)n2)cc1	?	-8%	-3	?	15%	0%	-7
COc1ccc(N2CCN(C(CNC(=O)C(C)C)c3ccc4c(c3)OCO4)CC2)cc1 (configuration not stated)	?	0%	10	9%	0%	0%	-2
COc1ccc(-c2cnc3n2CCCCC3)cc1	10%	7%	8	?	-26%	-5%	11
COc1ccc(C(=O)COC(=O)CCN2C(=O)C3C4CCC(C4)C3C2=O)cc1 (configuration not stated)	7%	5%	-7	23%	-15%	1%	33
CC(=O)c1ccc(S(=O)(=O)N(C)CC(=O)NCc2ccco2)cc1	41%[activator]	.	.	6%	13%	4%	.
CCOC(=O)N1CCN(C(=O)c2ccc(OCC)cc2)CC1	21%	0%	-6	6%	41%[activator]	0%	-3
COC(=O)CN1CCN(C(=O)c2ccco2)CC1	32%[activator]	-1%	1	19%	-13%	-12%	-1
Cc1cc2nnc(SCC(=O)N3CCCCC3)n2c(N)n1	19%	-3%	-2	17%	59%[activator]	2%	-7
Cc1ccc2c(c1)N(C(=O)CCC(=O)N1CCC(C(N)=O)CC1)CC(C)O2 (configuration not stated)	-5%	0%	-2	0%	13µM*	4%	8
O=C(CNC(=S)N(CCCN1CCOCC1)Cc1cccs1)NC1CC1	-13%	-7%	-4	2%	?	-6%	-10
CC(C)(C)C(=O)OC/C(N)=N/OC(=O)c1ccc(Cl)cc1	?	-1%	24*	8%	?	2%	58
Cc1ccc(-c2cnc(-c3ccncc3)o2)cc1	-14%	4%	33*	?	.	3%	95*
Cc1ccc(-n2[nH]c(C)c(/C=N/NC(=O)c3ccc([N+](=O)[O-])cc3)c2=O)c(C)c1	?	2%	-4	.	-17%	.	-31
O=S(=O)(CCNCc1cccs1)c1ccc(Cl)cc1	32%[activator]	-4%	-1	-3%	13%	1%	21
COc1cccc(Oc2c(C)oc3cc(OC(=O)N(C)C)ccc3c2=O)c1	?	2%	1	8%	?	-5%	-2
c1ccc(-n2nnnc2-c2cnc(-c3ccncc3)nc2-c2cccs2)cc1	10µM*	4%	5	-24%	?	3%	-8
COc1ccc(/C=C(/NC(=O)c2ccccc2)C(=O)NC(Cc2c[nH]c3ccccc23)C(=O)O)cc1 (configuration not stated)	-7%	-8%	-2	-5%	?	-8%	-3
COc1cc2cc(C(=O)N[C@@H](Cc3ccccc3)C(=O)O)n(C)c2c(OC)c1OC	.	4%	-2	14%	?	4%	4
Nc1nc(SCC(=O)Nc2ccc(Cl)c([N+](=O)[O-])c2)n[nH]1	-19%	.	.	-4%	?	-3%	.
CC(=O)NC1C(Oc2ccc3c(C)cc(=O)oc3c2)OC(COC(C)=O)C(OC(C)=O)C1OC(C)=O (configuration not stated)	21%	-7%	16	-6%	-12%	-5%	19
CC(C)S(=O)(=O)N1CCN(c2ccnc3cc(Cl)ccc23)CC1	5.2µM*	4%	2	2%	9.3µM*	6%	-13
Nn1c(SCC(=O)N2CCCCC2)nnc1-c1ccncc1	-3%	-1%	-2	11%	.	3%	-5
CCc1ccc(C=NC23CN4CN(CN(C4)C2)C3)s1	23%	0%	1	18%	41%[activator]	2%	11
COc1ccc(/C=C/C(=O)OCC(=O)c2c(N)n(C)c(=O)n(C)c2=O)c(OC)c1	5%	-1%	-4	?	22%	-2%	-12
Cc1cc(Cl)c(OCCOCCN2CCCCC2)c(Br)c1	5%	-4%	-1	-29%	-17%	3%	-3
O=c1c(Cc2ccccc2)c(O)ccn1CCc1cnc[nH]1	?	3%	13	14%	?	-2%	-2
COc1cccc([C@@H]2Oc3ccc(OC)cc3C(=O)[C@H]2O)c1	-22%	3%	40*	?	3.7µM*	-1%	42*
O=C(O)COc1c(-c2ccccc2)oc2ccccc2c1=O	12%	1%	-3	9%	.	0%	-14
COC(=O)c1ccc(S(=O)(=O)N2CCN(CCO)CC2)n1C	7%	-3%	0	-1%	-9%	-6%	9
O=C(NCC1CCCO1)c1cccc(Br)c1 (configuration not stated)	19%	0%	13	12%	?	-5%	33
Cc1cc(NC(=O)Cn2cnc3c(nnn3-c3ccc(C)c(Cl)c3)c2=O)no1	8%	0%	-7	19%	22%	-3%	-12
O=C(Cc1ccccc1)NCC1CCCO1 (configuration not stated)	.	-6%	-2	19%	-36%	2%	-12
Cc1ccc(S(=O)(=O)N(C)c2ccc(OC(C)C(=O)N3CCCC3)cc2)cc1C (configuration not stated)	12µM*	.	.	23%	?	0%	.
COC(=O)C(=NNc1c(C)n(C)n(-c2ccccc2)c1=O)C(=O)OC	3%	-13%	-6	0%	-14%	-6%	-9
O=C(NNc1nc2c(F)cc(F)cc2s1)C1COc2ccccc2O1 (configuration not stated)	21%	0%	10	18%	35%[activator]	-1%	9
c1cn(CCCNc2ncnc3nc[nH]c23)cn1	18%	1%	1	11%	1%	1%	-9
Cc1cc(C)c(C)c(OCC(=O)O/N=C(\N)c2cccnc2)c1	21%	-5%	6	?	?	-4%	0
CSc1ccccc1NC(=O)c1ccncc1	15%	-5%	9	8%	?	-4%	19
COCCNC(=O)C(C#N)c1nc2ccccc2nc1N1CCCCCC1 (configuration not stated)	?	0%	2	-27%	32%[activator]	-14%	-14
Cc1cc(/C=C2\C(=N)N3N=CSC3=NC2=O)c(C)n1Cc1ccccc1	5%	-5%	14*	-5%	52%[activator]	-4%	52
COc1ccc(CCn2c(=N)c(C(=O)NCC3CCCO3)cc3c(=O)n4cccc(C)c4nc32)cc1 (configuration not stated)	?	0%	-3	-24%	?	7%	-5
CCN1CCN(C(=O)Nc2ccc(OC)cc2OC)CC1	49%[activator]	4%	12	28%	41%[activator]	-2%	-2
COC(=O)CC1=C(C(=O)OC)C(c2ccc3c(c2Cl)OCO3)C(C#N)=C(N)O1 (configuration not stated)	-2%	-3%	0	7%	?	-11%	-4
CCN1CCCC(OC(=O)c2cc(-c3ccc(C)cc3)nc3ccccc23)C1 (configuration not stated)	-8%	5%	-1	?	?	6%	0
CCCCn1c(=N)n(CC(=O)c2ccc(OC)cc2)c2ccccc21	?	-9%	-2	.	?	.	-9

Three of these compounds in a different format:
Under each structure: Pf growth 48h, LmPK inh, CHX counter, HCV inh, Pf growth 96h, TbPYK inhibitor, Shiga inhibitor
- COc1cccc([C@@H]2Oc3ccc(OC)cc3C(=O)[C@H]2O)c1
    -22%, 3%, 40*, ?, 3.7µM*, -1%, 42*
- O=C(NNc1nc2c(F)cc(F)cc2s1)C1COc2ccccc2O1 (configuration not stated)
    21%, 0%, 10, 18%, 35%[activator], -1%, 9
- CCCCn1c(=N)n(CC(=O)c2ccc(OC)cc2)c2ccccc21
    ?, -9%, -2, ., ?, ., -9
